# ATXN2 expr inh: Primary qHTS for Inhibitors of ATXN expression | 360,000 tested, 0.72% active | Potency, µM (top dose mostly 57 µM), for the others: at the highest dose activity change, negative = inhibition, most hits filed as inhibitors | HEK-293 ATXN2-luciferase reporter, luminescence, 24 h; also: potency is read from the fitted curve at half-maximal effect; % is scaled to controls: 0 for no effect and ±100 for the full control effect; nearly all actives have a fitted effect of over 55% in size
#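 qHTS (up to 57 uM final) was run with 24 h compound exposure of reporter cells at 37 °C. Each well was multiplexed: SteadyGlo luminescence measured ATXN2-luciferase expression after a fluorogenic Gly-Phe-AFC viability readout (25 uM final).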
# HT1080 IDH1KD tx: qHTS for induction of synthetic lethality in tumor cells producing 2HG: qHTS for the HT-1080-IDH1KD cell line; 360,000 tested, 2% active; AID 686971, 2013; HT-1080 IDH1 knockdown viability, ATP luminescence, 48 h; Potency, µM (titrated, usually from 46.1 µM), for inactives: top-dose activity, negative = toxicity, most hits filed as cytotoxic;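 also: potency is read from the fitted curve at half-maximal effect; 0% = DMSO wells and -100% = cell-free medium wells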
#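 In this qHTS, HT-1080 cells depleted of IDH1 are exposed for 48 h at 37 °C to compound titrations. Toxicity is scored from CellTiter-Glo luminescence, with DMSO as full viability and medium alone as none.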
# KB-V1 MDR tox: qHTS assay for MDR1-selective chemotherapeutics: Primary screen using the drug-selected MDR subline cells KB-V1; KB-V1 MDR cells viability, CellTiter-Glo, 72 h; Potency, µM (series often up to 46.1 µM), inactives show top-dose activity change, negative = cytotoxicity, actives largely listed as cytotoxic; 400,000 tested, 3.4% active; also: potency is read from the fitted curve at half-maximal effect; % is scaled to controls: 0 for no effect and ±100 for the full control effect; nearly all actives have a fitted effect of over 60% in size
#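 Drug-selected KB-V1 cells, grown in DMEM lacking phenol red with 10% FBS, receive compound titrations; after three days at 37 degrees C, surviving cell ATP is quantified by CellTiter-Glo luminescence and responses normalized and curve-fitted.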
# IL1B secr inh: qHTS for Inhibitors of Inflammasome Signaling: IL-1-beta AlphaLISA Primary Screen. 360,000 tested, 4.7% active. THP-1 LPS/ATP IL-1B secretion, AlphaLISA, 16 h; active compounds read low. activity change, % at 57.5 µM; in the data active = activity change below about -50%; inconclusive = mostly about -30% to -49%; also: % is scaled to controls: 0 for no effect and ±100 for the full control effect
#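 Secreted IL-1B measured by AlphaLISA bead assay after 16 h compound exposure of THP-1 cells; compounds (final up to 57.5 uM) added 1 h before LPS (250 ng/mL) and ATP (1.25 mM) stimulation; lower signal means less secretion.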
# HT1080NT lethal: qHTS for induction of synthetic lethality in tumor cells producing 2HG: qHTS for the HT-1080-NT fibrosarcoma cell line. HT-1080-NT fibrosarcoma viability, CellTiter-Glo ATP luminescence, 48 h. Potency, µM (doses to about 46.1 µM), without a hit: at the top dose activity, negative = less viability, actives largely listed as cytotoxic. 360,000 tested, 1.6% active. AID 686970, 2013;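 also: NT is the 2HG producing partner of a matched IDH1 knockdown line; potency is read from the fitted curve at half-maximal effect; 0% = DMSO-treated cells and -100% = media-only wells without cells; nearly all actives have a fitted effect of over 55% in size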
#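 Viability of the 2HG-overproducing fibrosarcoma line after 48 hours of compound exposure at 37 degrees C was determined by luminescence with CellTiter-Glo, and concentration-effect curves were then fitted and categorized.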
# SW480 rerep: A quantitative high throughput screen for small molecules that induce DNA re-replication in SW480 colon adenocarcinoma cells | SW480 DNA re-replication, Hoechst DNA content imaging, 48 h | 340,000 tested, 1.8% active | AID 624297, 2012 | Potency, µM (titrated, usually from 46.1 µM), for inactives: at the top dose re-replication activation, hits mostly activators; also: potency is read from the fitted curve at half-maximal effect; % of control where 0% means no effect; nearly all actives have a fitted effect of over 55% in size
#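 Compounds, transferred as 23 nL by pin tool, were incubated with cells for 48 hr; DNA content per nucleus was then quantified by Hoechst staining and fluorescence plate imaging.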
# MCF10A rereplic: A quantitative high throughput screen for small molecules that induce DNA re-replication in MCF 10a normal breast cells; MCF 10A DNA re-replication, Hoechst nuclear intensity, 48 h; Potency, µM (top dose mostly 46.1 µM), without a hit: at the highest dose activity, positive = re-replication, actives largely listed as activators; 350,000 tested, 2.9% active; also: potency is read from the fitted curve at half-maximal effect; % of control where 0% means no effect; nearly all actives have a fitted effect of over 50% in size
# WRN helicase inh: qHTS for Inhibitors of WRN Helicase. Bifunctional 3'-5' exonuclease/ATP-dependent helicase WRN (Homo sapiens), Q14191. 360,000 tested, 0.46% active. Potency, µM (titrated, usually from 114 µM), for the others: at the top dose activity change, negative = inhibition, hits mostly inhibitors. AID 651768, 2012. WRN helicase unwinding, fluorescent forked duplex, kinetic; also: potency is read from the fitted curve at half-maximal effect; % is scaled to controls: 0 for no effect and ±100 for the full control effect; nearly all actives have a fitted effect of over 55% in size
# Target sequence (Q14191 whole entry, looked up): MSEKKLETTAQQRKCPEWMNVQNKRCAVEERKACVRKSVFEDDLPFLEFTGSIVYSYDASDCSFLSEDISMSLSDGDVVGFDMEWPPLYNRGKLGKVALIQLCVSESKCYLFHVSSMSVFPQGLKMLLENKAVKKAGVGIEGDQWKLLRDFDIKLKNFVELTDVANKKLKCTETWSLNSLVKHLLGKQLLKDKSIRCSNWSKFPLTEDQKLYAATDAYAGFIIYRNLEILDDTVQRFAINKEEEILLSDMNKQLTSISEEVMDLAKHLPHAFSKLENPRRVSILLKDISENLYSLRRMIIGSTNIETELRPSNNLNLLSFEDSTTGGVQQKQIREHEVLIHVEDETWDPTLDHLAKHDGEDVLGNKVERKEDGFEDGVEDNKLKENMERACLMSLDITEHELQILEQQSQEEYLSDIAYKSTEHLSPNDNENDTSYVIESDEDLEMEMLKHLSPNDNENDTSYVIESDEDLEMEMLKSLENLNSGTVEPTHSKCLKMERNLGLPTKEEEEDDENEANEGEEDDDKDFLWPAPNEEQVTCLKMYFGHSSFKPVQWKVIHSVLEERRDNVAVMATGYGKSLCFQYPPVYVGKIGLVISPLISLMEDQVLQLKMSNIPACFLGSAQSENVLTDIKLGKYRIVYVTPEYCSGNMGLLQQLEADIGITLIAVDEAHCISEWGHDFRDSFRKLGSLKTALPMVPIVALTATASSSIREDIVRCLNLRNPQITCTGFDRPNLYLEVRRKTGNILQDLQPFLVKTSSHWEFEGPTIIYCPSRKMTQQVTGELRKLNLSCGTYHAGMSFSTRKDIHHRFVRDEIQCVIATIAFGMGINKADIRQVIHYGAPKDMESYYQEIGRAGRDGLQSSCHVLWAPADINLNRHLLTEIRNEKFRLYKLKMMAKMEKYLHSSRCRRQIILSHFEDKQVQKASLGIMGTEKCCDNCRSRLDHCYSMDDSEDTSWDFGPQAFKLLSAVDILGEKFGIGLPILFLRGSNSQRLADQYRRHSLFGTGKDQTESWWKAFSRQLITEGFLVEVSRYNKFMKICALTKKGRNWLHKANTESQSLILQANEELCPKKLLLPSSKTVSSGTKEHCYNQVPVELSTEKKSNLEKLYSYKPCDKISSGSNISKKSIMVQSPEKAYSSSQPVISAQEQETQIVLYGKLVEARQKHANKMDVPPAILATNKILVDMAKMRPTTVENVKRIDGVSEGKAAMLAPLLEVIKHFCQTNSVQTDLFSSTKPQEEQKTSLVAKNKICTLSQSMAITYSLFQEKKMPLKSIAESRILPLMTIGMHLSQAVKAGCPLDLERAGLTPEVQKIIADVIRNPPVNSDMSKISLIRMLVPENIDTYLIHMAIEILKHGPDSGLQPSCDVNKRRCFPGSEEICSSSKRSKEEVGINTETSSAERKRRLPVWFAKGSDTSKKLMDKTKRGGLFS
#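 Enzyme (20 nM final) and test compound sit together 15 min at room temperature before substrate addition. Substrate is a single-forked duplex oligonucleotide (100 nM) labelled with fluorophore and quencher, with 2 mM ATP; helicase unwinding raises red fluorescence, read kinetically.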
# KB-3-1 cytotox: qHTS assay for MDR1-selective chemotherapeutics: Primary screen using the parental adenocarcinoma cell KB-3-1 | Potency, µM (titrated, usually from 46.1 µM), inactives show top-dose activity change, negative = cytotoxic, actives largely listed as cytotoxic | 400,000 tested, 1.4% active | KB-3-1 viability, CellTiter-Glo ATP luminescence, 72 h; also: potency is read from the fitted curve at half-maximal effect; % is scaled to controls: 0 for no effect and ±100 for the full control effect; nearly all actives have a fitted effect of over 60% in size
#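 KB-3-1 cells, DMEM (no phenol red) + 10% FBS; compound by pin transfer, 72 h, 37 °C. Readout: CellTiter-Glo luminescence after 10 min. Data normalized, curve-fitted.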
# Active calls of the source: *; ? = inconclusive; / = not tested or not shown; & = joins results of further samples; [ ] = dose if it differs, or a comment. Unless noted, calls follow the shape of the dose curve; as a rule, active = well fitted curve in the direction sought with a large enough effect; inconclusive = small, poorly fitted or top-dose-only effect, or another doubt; inactive = no such curve, though single readings can be large; an effect the other way counts as inactive or inconclusive.
smiles	ATXN2 expr inh	HT1080 IDH1KD tx	KB-V1 MDR tox	IL1B secr inh	HT1080NT lethal	SW480 rerep	MCF10A rereplic	WRN helicase inh	KB-3-1 cytotox
Cc1nc2ccccc2nc1OCC(=O)Nc1ccccc1	-9%[11.3 µM]	8%	-14%	3	10%	-2%	2%	1%	1%
Cc1ccc(C(C(=O)NC2CCCCC2)N(CCCN2CCOCC2)C(=O)c2snc(C(N)=O)c2N)cc1 (stereo not drawn)	-5%	17%	?	4	15%	-5%	7%	-1%	4%
CC(C)(Sc1cc(C(C)(C)C)c(O)c(C(C)(C)C)c1)Sc1cc(C(C)(C)C)c(O)c(C(C)(C)C)c1	-7%&-14%&20%	19%	?	20	-8%	-13%	10%	9%	0%
CCCS(=O)(=O)NC(=O)C1(C)CCCN(C(=O)c2ccc3ccccc3c2)C1 (stereo not drawn)	5%	1%	0%	10	19%	/	/	1%	0%
CCOC(=O)C(C)n1nc(/C=C/c2ccc(OC)cc2)ccc1=O (stereo not drawn)	-5%	2%	-29%	5	-5%	-27%	3%	1%	0%
Cc1c(C)n(CCc2ccccc2)c2ncnc(NCCCO)c12	/	0%	-10%	26	-3%	-10%	1%	1%	-4%
CCOC(=O)c1c(C)[nH]c(C)c1C(=O)COC(=O)/C=C/c1cccc([N+](=O)[O-])c1	/	-1%	8%	-15	0%	/	/	6%	3%
Cc1ccc(C(=O)Nc2cnc3sc(C)nn3c2=O)cc1	-3%	7%	0%	5	-2%	3%	6%	5%	6%
S=C(NCc1ccc(Cl)cc1)Nc1ccccc1Cl	4%	13%	-24%	11	8%	-5%	-6%	-1%	-4%
COc1cccc(NC(=O)N2CCN(c3ccc(C(F)(F)F)cn3)CC2)c1	-18%	2%	3%	-6	2%	1%	-16%	-5%	17%
Cc1cccc(Cl)c1NC(=O)N1CCN(c2ccnc3cc(Cl)ccc23)CC1	/	-18%	-11%	-11	-2%	-2%	-2%	3%	1%
O=C(N/N=C/c1ccc(Cl)s1)C(O)c1ccccc1 (stereo not drawn)	80%[activator]	5%	18%	0	5%	-13%	-5%	1%	25%
CCOC(=O)C1CCN(C(=O)Cc2cccs2)CC1	-3%	24%	13%	13	12%	-4%	-14%	11%	-3%
ClC1=CN(C2=NCCC2)CC1	17%	4%	6%	13	15%	/	/	-5%	0%
CC(=O)c1ccc(N2CCN(C(=O)c3ccc(S(=O)(=O)NCc4ccco4)cc3)CC2)cc1	1%	1%	-1%	-27	-25%	-3%	0%	4%	-6%
CCOC(=O)C(=O)N1CCC(Cc2ccccc2)CC1	-32%	14%	10%	?	19%	-2%	7%	-2%	-1%
CCOc1cc(/C=C2/C(=O)N(c3ccccc3)N=C2C)ccc1OC(=O)c1cccs1	2%	4%	4%	17	0%	-1%	4%	-28%[11.6 µM]	1%
O=C(CCCNS(=O)(=O)c1ccc(F)cc1)Nc1ccc(F)cc1	-12%	-7%	0%	-12	23%	-7%	5%	13%	-2%
COc1ccc(C(=O)Cn2c(NCCO)nc3ccccc32)cc1	-11%	-8%	21%	-22	-1%	5%	-3%	7%	14%
CCCCNC(=O)/C=C/c1cccs1	31%	14%	?	14	14%	0%	-6%	-8%	17%
CC(=O)N1CCN(c2ccc(NC(=O)c3ccc(F)cc3)cc2)CC1	/	2%	1%	-5	1%	-10%	7%	11%	14%
CSc1nc2c(c(=O)[nH]1)C(c1ccc(Cl)cc1)CC(=O)N2 (stereo not drawn)	-11%	-4%	6%	-15	-9%	16%	-48%[inhibitor]	-5%	-2%
COc1ccc(OC)c(-c2csc(NC(=O)Cc3cccs3)n2)c1	-1%	-1%	?	-17	-2%	2%	?	1%	0%
CCOC(=O)c1cc(NC(=O)N2CCCc3ccccc32)c(C)nc1C	3%	-1%	-2%	56	0%	-8%	5%	-3%	7%
O=C(COC(=O)CN1C(=O)NC2(CCCCC2)C1=O)Nc1cc(F)ccc1F	5%	4%	-6%	0	2%	-3%	0%	-4%	11%
Cc1c(C(=O)OCC(=O)NC2CCCCC2)oc2ccccc12	-20%	20%	0%	-11	20%	-5%	-2%	0%	25%
CC(C)C(=O)Nc1cccc(NC(=S)NC(=O)c2ccc(Cl)cc2)c1	5%	?	2.9µM*	-8	?	6%	?	-5%	?
CN(C)c1nc(NNC(=O)c2ccccc2)nc(N(C)C)n1	12%	0%	8.2µM*	-7	13%	0%	-3%	-4%	12%
O=C(Nc1ccc2c(c1)CCC2)c1cc(S(=O)(=O)N2CCN(c3ccccc3)CC2)ccc1Cl	29%	-7%	-5%	-24	-7%	12%	2%	-16%	7%
C=C(C)c1cccc(C(C)(C)NC(=O)Nc2ccc(OC)cc2)c1	-12%	2%	10%	19	0%	-3%	2%	4%	-4%
O=c1[nH]cnc(O)c1C1C=CC=CC=C1	-7%	-15%	5%	?	-9%	3%	?	-13%	-3%
COc1cc(/C=N/NC(=O)CCNC(=O)c2ccccc2Cl)ccc1O	/	3%	4%	-5	2%	-35%[inhibitor]	4%	0%	-4%
Cc1sc(NC(=O)CCCC(=O)O)c(C#N)c1C	-4%	0%	22%	9	1%	-17%	-2%	-1%	10%
COc1ccc2[nH]c(-c3cccc(F)c3)cc(=O)c2c1	16%	0.52µM*	?	27	?	0.73µM*	1.3µM*	-4%[57.1 µM]	0.41µM*
Cc1c2ccccc2cc[n+]1CCCS(=O)(=O)[O-]	16%	22%	-1%	28	-2%	1%	1%	-7%	-2%
Cc1cc(C(=O)NNC(=O)c2cccc(S(=O)(=O)N3CCOCC3)c2)c2ccccc2n1	1%	16%	-10%	8	21%	9%[1.84 µM]	6%	-2%[57.1 µM]	2%
CCOC(=O)c1cnc(SCC(=O)NNC(=O)c2ccco2)nc1N	-12%	0%	18%	9	5%	-5%	-37%[inhibitor]	2%[57.1 µM]	8%
CCn1cc(/C=C(\NC(=O)c2cc(OC)c(OC)c(OC)c2)C(=O)NCCN2CCOCC2)c2ccccc21	5%	10%	5%	1	5%	-24%	-1%	1%[57.1 µM]	14%
O=c1c2c(O)cc(O)cc2oc2c(O)ccc(O[C@H]3O[C@@H](CO)[C@H](O)[C@@H](O)[C@@H]3O)c12	2%	8%	19%	23	13%	-57%[inhibitor]	-32%[inhibitor]	-17%	0%
CC(=O)Nc1cccc(Oc2ccc(-c3noc(C)n3)cc2)c1	36%[activator]	-9%	-21%	-8	-8%	4%	?	-3%	?
O=C(NCc1ccco1)C1CCN(S(=O)(=O)c2cccc3cccnc23)CC1	5%	0%	-15%	-5	0%	-1%	-1%	-9%	0%
Nc1c(NCCN2CCOCC2)c2ccccc2oc1=O	9%	2%	4%	29	1%	-4%	4%	2%	-2%
CCCCCn1c(=O)c2ccccc2n2c(=S)[nH]nc12	/	8%	17%	0	-8%	-16%	1%	-2%	3%
Cc1cccn2c(=O)c3cc(C(=O)NCCCN4CCCC4=O)n(C)c3nc12	11%	5%[9.24 µM]	-5%	-77*	-3%	?	-7%	-9%[57.1 µM]	9%
CCC(CC)c1nnc(NC(=O)CS(=O)(=O)c2ccc(C)cc2)s1	12%	7%	0%	0	20%	-2%	-2%	-9%	14%
Clc1ccc(NNc2ccnc3cc(Cl)ccc23)cc1	-5%	-2%	-20%	-30	-4%	-3%	?	12%	?

# Part of the list above in order of length of the SMILES, lowest first:
smiles	ATXN2 expr inh	HT1080 IDH1KD tx	KB-V1 MDR tox	IL1B secr inh	HT1080NT lethal	SW480 rerep	MCF10A rereplic	WRN helicase inh	KB-3-1 cytotox
Nc1c(NCCN2CCOCC2)c2ccccc2oc1=O	9%	2%	4%	29	1%	-4%	4%	2%	-2%
Clc1ccc(NNc2ccnc3cc(Cl)ccc23)cc1	-5%	-2%	-20%	-30	-4%	-3%	?	12%	?
CCCCCn1c(=O)c2ccccc2n2c(=S)[nH]nc12	/	8%	17%	0	-8%	-16%	1%	-2%	3%
CCC(CC)c1nnc(NC(=O)CS(=O)(=O)c2ccc(C)cc2)s1	12%	7%	0%	0	20%	-2%	-2%	-9%	14%
Cc1cccn2c(=O)c3cc(C(=O)NCCCN4CCCC4=O)n(C)c3nc12	11%	5%[9.24 µM]	-5%	-77*	-3%	?	-7%	-9%[57.1 µM]	9%
CCn1cc(/C=C(\NC(=O)c2cc(OC)c(OC)c(OC)c2)C(=O)NCCN2CCOCC2)c2ccccc21	5%	10%	5%	1	5%	-24%	-1%	1%[57.1 µM]	14%
O=c1c2c(O)cc(O)cc2oc2c(O)ccc(O[C@H]3O[C@@H](CO)[C@H](O)[C@@H](O)[C@@H]3O)c12	2%	8%	19%	23	13%	-57%[inhibitor]	-32%[inhibitor]	-17%	0%
